From PubChem BioAssay
TTR transcr act = increases transthyretin transcription. SH-SY5Y TTR promoter Gaussia luciferase, luminescence; 100% = recombinant luciferase protein wells. activation, % at 16.7 µM. 1.3% of 92,000 active. AID 1117267;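 active = activation above the mean of all tested compounds plus 3 SD, cut at about 9.5% in these data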;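 note: cells exposed to compounds for one day before reading; 0% = median of all test compound wells on the plate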
Active calls of the source: *.

TTR transcr act | Molecule
-1.2 | CC(C)COC(=O)N1CC(O)CC1C(=O)Nc1ccc2c(c1)OCO2 (stereo not drawn)
1.0 | COc1ccccc1C(=O)Nc1onc(C)c1C#N
2.8 | CCOc1nc(-c2ccccc2O)nc2ccccc12
10* | O=C1CCN(Cc2ccccc2)C=C1c1ccc2ccccc2c1
1.4 | O=c1[nH][nH]c2c1[C@H](c1ccc(F)cc1)O[C@H](C1CCCCC1)C2
-0.7 | CCOC(=O)Cn1c(=O)oc2cc(S(=O)(=O)N3CCN(c4ccccn4)CC3)ccc21
0.6 | O=C(c1ccc(Br)o1)N(c1ccccn1)C1CCCCC1
-0.3 | O=C(COC(=O)CNS(=O)(=O)c1ccc(Br)cc1Cl)NCCc1ccccc1
0.5 | CC(=O)Nc1cccc(C(=O)OCc2ccc([N+](=O)[O-])cc2)c1
-3.2 | COc1cc2nc(Nc3ccc(C)c(Cl)c3)nc(N)c2cc1OC
-1.1 | Cc1nccn1CC(O)COc1ccc(Cl)cc1Cl (stereo not drawn)
0.9 | COc1ccc(/C=N/NC(=O)c2cc(O)c(O)c(O)c2)cc1Cn1cc([N+](=O)[O-])cn1
0.5 | CSc1ccccc1NC(=O)c1ccc(C)o1
-0.7 | CCCCc1nc(Cl)c(C#N)c2c1CCC2
-0.3 | COc1ccc(NC(=S)N2CCCN(Cc3cc(C)ccc3C)C2)cc1
2.6 | O=C(c1cc(COc2ccc(F)cc2Cl)on1)N1CCCC(OCc2cccnc2)C1 (stereo not drawn)
-0.5 | COCCCn1cnc2c(c1=O)c1nc3ccccc3nc1n2CCc1ccccc1
-2.9 | CC1CCN(S(=O)(=O)N2CCCC(C(=O)NCc3ccccc3Cl)C2)CC1 (stereo not drawn)
1.3 | Cc1ccc(OCCCC(=O)NNC(=O)c2ccncc2)cc1
8.2 | CCN(CC)S(=O)(=O)c1ccc(Cl)c(C(=O)Nc2nnc(C)s2)c1
0.4 | On1nnc2ccc(C(F)(F)F)cc21
-1.1 | CS(=O)(=O)N(CC(=O)N1CCCC1)c1ccc(F)cc1
-0.1 | COc1ccc(NC(=O)c2onc(C)c2Cl)cc1OC
-1.6 | CCC(C(=O)N1CCOCC1)n1nc(C)c2c(C)n(-c3ccccc3)nc2c1=O (stereo not drawn)
18* | FC(F)(F)c1ccccc1Cn1ccc2ccc(-c3ccc4ccn(Cc5ccccc5C(F)(F)F)c4c3)cc21

Reformatted as tab-separated lines: entries from further up.
canonical_smiles	TTR transcr act
COc1ccccc1C(=O)Nc1onc(C)c1C#N	1.0
CCOc1nc(-c2ccccc2O)nc2ccccc12	2.8
O=C1CCN(Cc2ccccc2)C=C1c1ccc2ccccc2c1	10*

(more compounds)
TTR transcr act | Molecule
0.6 | Cc1cc(C)cc(NC(=O)NCc2c(-c3ccccc3)noc2C)c1
3.3 | O=C(Nc1ccccc1)N(CCc1nc2ccccc2[nH]1)C1CCCC1
-2.2 | COc1cc(C)nc(N2CCCC(C(=O)Nc3cccc(Cl)c3Cl)C2)n1 (stereo not drawn)
2.0 | COCCN(C(=O)CCC(=O)Nc1cc(C)on1)C(C(=O)NC(C)(C)C)c1ccccc1Cl (stereo not drawn)
3.2 | CCc1ccc(N2C(=O)C3C(C2=O)N2CCCN2C3c2ccccc2)cc1 (stereo not drawn)
2.5 | Cc1ccc(C(=O)N(C)CCOc2ccccc2)cc1S(=O)(=O)N1CCOCC1
-3.5 | COc1ccc([C@H]2CC(=O)C=C(c3ccccc3Oc3ccccc3)C2)cc1
-1.4 | Cc1ccc(NC(=O)C2CCN(S(=O)(=O)c3c(C)noc3/C=C/N(C)C)CC2)cc1
-0.2 | Cc1c(CN2CCC(n3nccc3NC(=O)CCc3ccccc3)CC2)cnn1C
4.8 | COC(=O)c1cc(=O)n(-c2ccc(C(F)(F)F)cc2)[nH]1
-1.1 | Cc1onc(-c2ccccc2Cl)c1C(=O)N1CCN(c2cccc(Cl)c2)CC1
1.4 | CC(C)(C)NS(=O)(=O)c1cc2c3c(c1)CCN3C(=O)CC2
1.8 | N=C1/C(=C/c2ccc(Br)o2)C(=O)N=C2SC(CC(=O)N3CCCC3)=NN12
0.7 | COc1cc(OC)cc(C(=O)NC(C(=O)NCc2ccccn2)C(C)C)c1 (stereo not drawn)
0.2 | OC(COc1ccc2c(c1)OCO2)CN1CCN(c2ccc(F)cc2)CC1 (stereo not drawn)
4.4 | Cc1cccc(-n2ncc3c(Nc4ccc(F)cc4)ncnc32)c1
2.4 | Cc1cn(S(=O)(=O)c2ccc(Cl)cc2)c(C)n1
-1.8 | Fc1ccc(-c2nnc3sc(C4COc5ccccc5O4)nn23)cc1 (stereo not drawn)
0.9 | Cc1[nH]c2ccccc2c1CCN(Cc1cccnc1)C(=S)Nc1cccc(F)c1
-1.5 | O=C(Cc1cccc2ccccc12)N/N=C/C=C/c1cccc([N+](=O)[O-])c1
2.3 | COc1ccc(-c2noc(-c3ccc(Br)o3)n2)cc1
0.6 | CCOC(CCNC(=O)c1cn(-c2cccc(C)n2)cn1)OCC
1.0 | COc1ccc(-c2nc(CN3CCN(C(=O)c4ccco4)CC3)c(C)o2)c(F)c1
0.3 | Cc1ccc(C(=O)C2=C(O)C(=O)N(Cc3cccnc3)C2c2ccc(Cl)cc2)o1 (stereo not drawn)
-2.1 | CCOc1ccc(C(C)=O)cc1CN1c2ccc(S(N)(=O)=O)cc2CC1C (stereo not drawn)

Molecules above containing a nitro group on carbon (three):
TTR transcr act | Molecule
0.5 | CC(=O)Nc1cccc(C(=O)OCc2ccc([N+](=O)[O-])cc2)c1
0.9 | COc1ccc(/C=N/NC(=O)c2cc(O)c(O)c(O)c2)cc1Cn1cc([N+](=O)[O-])cn1
-1.5 | O=C(Cc1cccc2ccccc12)N/N=C/C=C/c1cccc([N+](=O)[O-])c1

The list goes on:
TTR transcr act | Molecule
-1.6 | CN(C)c1cc(-c2ccccc2)nc(N)n1
-0.9 | CN(C(=O)[C@@H](C1CC1)[C@@H](O)c1ccc2ccccc2c1)c1ccccc1
-1.6 | Cc1nc2ccc3nc(NC(=O)c4ccc(S(=O)(=O)N5CCOCC5)cc4)sc3c2s1
-1.4 | COc1ccc(NC(=O)C(c2ccc(OC)cc2)N(C)C(=O)CC2NC(=O)NC2=O)cc1 (stereo not drawn)
1.5 | CN(C(=O)CSc1ncccc1C(=O)O)c1ccccc1
-1.1 | Cn1c(=O)c2c(nc(SCCN3CCOCC3)n2C)n(C)c1=O
-1.4 | Cc1nc(SC(C)C(=O)NCc2ccc3c(c2)OCO3)nc(C)c1C (stereo not drawn)
1.7 | CN(/N=C/c1ccccc1Cl)c1ncc(Cl)cc1C(F)(F)F
-1.1 | CC(=O)Nc1ccc(NC(=O)C23CC4CC(C2)CC(n2cnc(Br)n2)(C4)C3)cc1
0.6 | CC(=O)c1cccc(OCc2cc(C(=O)N3CCC(N4CCCCC4)CC3)no2)c1
-0.1 | CNC(=O)NC(=O)CSc1nnc(-c2ccco2)n1Cc1ccccc1
-0.1 | CCOC(=O)Cc1c(C)nc(N)[nH]c1=O
0.0 | COCCn1c(SCC(=O)NC2CCCCC2C)nnc1-c1ccncc1 (stereo not drawn)
0.9 | O=C(Cc1cccc(NC(=O)C2CCCN(C(=O)c3ccccc3)C2)c1)Nc1ccc(C(=O)N2CCCCC2)cc1 (stereo not drawn)
-1.3 | Cc1ccc(S(=O)(=O)NN=Cc2cc(Cl)ccc2O)cc1
4.2 | O=C(Nc1ccc(Cl)cc1N1CCOCC1)C1CCCCC1
-1.6 | Cn1nccc1C(=O)N/N=C/c1cccnc1
1.3 | CCOc1cccc(CNn2cnnc2)c1OCc1ccccc1
1.2 | O=C(c1cccc(C(F)(F)F)c1)N1CCC(=O)N(C(CO)Cc2ccccc2)CC1 (stereo not drawn)
0.8 | O=C(CSc1nnc(CNC(=O)c2c(F)cccc2F)o1)c1ccccc1
-1.8 | O=C(OCc1cn([C@H]2C[C@H](c3ccc(Cl)cc3)N(C(=O)C3CCCCC3)C[C@@H]2O)nn1)c1ccccc1
-0.7 | COCCCNC(=O)C[C@H]1C[C@@]2(C(=O)OC)C(=C[C@H](C3CCCC3)O[C@@H]2C)N(Cc2ccc(Cl)cc2Cl)C1=O
-2.3 | CCNc1ccc(S(=O)(=O)N(C)C)cc1[N+](=O)[O-]
-0.7 | CSc1nc(-c2ccc(Cl)cc2)nn1C(=O)c1ccccc1
3.8 | CCc1ccc(CN(C)Cc2nc(Cc3ccc(OC)c(OC)c3)no2)nc1

Carrying on.
TTR transcr act | Molecule
-1.9 | COC(=O)c1cccc(Cn2ccc3ccc(-c4ccc5ccn(C(=O)c6ccc(C)cc6)c5c4)cc32)c1
-2.0 | CC(=O)c1c(C)nc2ccc(Br)cc2c1C(=O)O
7.4 | CCN(CC)CCn1c(=S)[nH]c2ncccc2c1=O
0.4 | CCCN1CCN(C(=O)c2cn(CC(C)C)c(=O)c3cc(OC)c(OC)cc23)CC1
-1.3 | O=C(NCC1CCOCC1)c1cc(COc2cccc(C(F)(F)F)c2)on1
2.6 | CCn1c(COc2cccc(C)c2)nnc1SCC(=O)N1CCCC1
-2.8 | CCOc1ccc(CN2CCN(C/C=C/c3ccc(OC)cc3)CC2CCO)cc1 (stereo not drawn)
5.0 | CCOc1ccc(NC(=O)c2ccc(CNc3c(NC4CCCCC4)c(=O)c3=O)cc2)cc1
0.0 | C[C@@H]1CN([C@@H](C)CO)C(=O)CCCn2cc(nn2)CO[C@H]1CN(C)C(=O)OCc1ccccc1
1.2 | Cc1ccsc1C(=O)OCC(=O)Nc1nnc(-c2ccccc2)o1
0.1 | CCn1c(C)c(C(C)=O)c(N2CCN(c3ccc(OC)cc3)CC2)nc1=S
-1.8 | CCOC(=O)C1CCCN(S(=O)(=O)c2cc3c4c(c2)CCC(=O)N4CCC3)C1 (stereo not drawn)
-1.0 | O=C(NC1=NCCS1)c1ccc(Cl)c(Cl)c1
-0.9 | Cn1c(SC2CCCCC2=O)nnc1-c1ccncc1 (stereo not drawn)
2.1 | CC(/C=N/NC(=O)Cn1cnc2c1c(=O)n(C)c(=O)n2C)=C\c1ccccc1
0.2 | Cn1c(=O)c2c(nc(N3CCCCCC3)n2CC(=O)c2ccccc2)n(C)c1=O
-0.5 | O=C(Nc1nnc(SCC(=O)N2CCCCC2)s1)c1ccccc1F
3.3 | O=C(COC(=O)c1ccccc1NC(=O)C1CC1)c1ccc2c(c1)OCCO2
0.2 | CCc1c(-c2ccc(Cl)cc2)ncn1Cc1cccc(-c2ccccc2)c1
-0.1 | CC(=O)N1N=C(c2cccs2)CC1c1ccc(C)o1 (stereo not drawn)
7.8 | Cn1nnc(NC(=S)NC(=O)/C=C/c2ccco2)n1
1.5 | CNC(=O)/C=C/c1cccc(C(F)(F)F)c1
1.1 | COc1ccc(CCNC(=O)CCC(=O)N2CCN(S(=O)(=O)c3ccc(Cl)cc3)CC2)cc1OC
-1.1 | COc1ccc(Cc2nc(-c3ccccn3)no2)cc1OC
1.5 | C=CCN1C(=O)[C@H](CC(=O)NCc2cccs2)[C@@]2(C(=O)OCC)CCCC=C12

New compounds follow:
TTR transcr act | Molecule
-0.8 | O=C1N=c2ccc(Br)cc2=C1c1sc(=S)n(NS(=O)(=O)c2ccccc2)c1O
1.7 | O=C1N/C(=C/c2ccc(Br)s2)C(=O)N1c1ccccc1
0.3 | O=C(c1ccccc1)N1CCC(=O)N1c1ccccc1
-3.1 | Cc1ccccc1Cn1c(=O)n(Cc2ccco2)c(=O)c2ccccc21
-0.8 | O=C(CCN1C(=O)c2ccccc2C1=O)NCCCn1ccnc1
-1.8 | CCOC(=O)C1=C(O)/C(=C/c2ccc(OCC(=O)O)c(OCC)c2)SC1=Nc1ccccc1
-1.5 | CC12CC(c3ccccc3O1)C(C(=O)N1CCOCC1)C(=O)N2 (stereo not drawn)
3.3 | Cc1nc2sc(C(=O)OCC(=O)N3c4ccccc4CC3C)c(C)c2c(=O)[nH]1 (stereo not drawn)
4.1 | Cc1ccc(CN(c2ccc(C(=O)Nc3ccc4c(c3)OCO4)cc2)S(C)(=O)=O)cc1
0.7 | Cc1[nH]c(C)c(S(=O)(=O)N2CCCCC2C)c1C(=O)N1CCCC1 (stereo not drawn)
1.3 | O=C(/C=C/c1ccc(S(=O)(=O)N2CCOCC2)cc1)NCc1ccccc1F
3.8 | COc1ccc(Nc2nc(C)cc(C)c2C#N)cc1OC
0.9 | NC(=O)CSc1nc2ccccc2c(=O)n1CCc1ccccc1
0.8 | COc1ccc(S(=O)(=O)N2CCCC(C(=O)NC3CC3)C2)cc1Cl (stereo not drawn)
-1.4 | COc1ccc(Cl)cc1C(=O)Nn1cnc2ccccc2c1=O
-1.3 | O=C1CCCC2=C1CC(C(=O)OCc1ccccc1)C(=O)N2Cc1ccccc1 (stereo not drawn)
1.1 | CSCCC(NC(=O)c1ccccc1)C(=O)NC1CCCC1 (stereo not drawn)
-2.1 | NC(=O)CC(NC(=O)Cc1ccc(Cl)cc1)c1ccc(NC2CCCCCC2)c([N+](=O)[O-])c1 (stereo not drawn)
0.1 | O=C(Nc1ccccc1Cl)c1ccccc1
-1.0 | CN1CCN(C(=O)c2cc(Oc3c(F)c(F)c(F)c(F)c3F)cc(C(=O)N3CCN(C)CC3)c2)CC1
-0.1 | O=C(CSc1ccccc1)Nc1cc(S(=O)(=O)N2CCOCC2)ccc1N1CCOCC1
2.0 | c1ccc(CCc2nn3c(Cc4ccccc4)nnc3s2)cc1
1.5 | CSCCC(NS(=O)(=O)c1ccccc1F)C(=O)N1CC=C(c2ccccc2)CC1 (stereo not drawn)
1.9 | COC(=O)c1cc(=O)nc2sc3cc(OC)ccc3n12
4.3 | Cc1ccc2ccc(C#N)cc2c1O

7 neighbouring compounds from above:
TTR transcr act | Molecule
-1.2 | CC(C)COC(=O)N1CC(O)CC1C(=O)Nc1ccc2c(c1)OCO2 (stereo not drawn)
1.0 | COc1ccccc1C(=O)Nc1onc(C)c1C#N
2.8 | CCOc1nc(-c2ccccc2O)nc2ccccc12
10* | O=C1CCN(Cc2ccccc2)C=C1c1ccc2ccccc2c1
1.4 | O=c1[nH][nH]c2c1[C@H](c1ccc(F)cc1)O[C@H](C1CCCCC1)C2
-0.7 | CCOC(=O)Cn1c(=O)oc2cc(S(=O)(=O)N3CCN(c4ccccn4)CC3)ccc21
0.6 | O=C(c1ccc(Br)o1)N(c1ccccn1)C1CCCCC1

These rows are one share of the data; count on the stated rates, not on these rows.
